# PME-1 inh: PME-1 (human) inhibition; Q9Y570; recombinant PME-1, FP-Rh probe fluorescence polarization; inhibition, % at 5.9 µM; 320,000 compounds, 0.53% hits;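 active = inhibition above the campaign mean of all compounds plus 3 SD, cut at about 26% in these data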;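 also: competitive labeling of PME-1 active site by serine hydrolase directed probe; 0% = PME-1 with DMSO and 100% = wells lacking PME-1 enzyme; inhibitors block probe labeling so polarization falls and inhibition rises; many of its hits are not listed in these tables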
# PAFAH2 inh: PAFAH2 (human) inhibition. Q99487. recombinant PAFAH2, FP-rhodamine activity probe, fluorescence polarization. inhibition, % at 3.39 µM. 340,000 compounds, 0.99% hits. AID 492956;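 active = inhibition above the mean over all tested compounds plus 3 SD, cut at about 30% in these data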;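 also: inhibitors block probe labeling of enzyme so polarization drops; 0% = enzyme with DMSO and 100% = wells lacking PAFAH2 protein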
# PAFAH1B2 inh: blocks human PAF acetylhydrolase 1b catalytic subunit 2; P68402; recombinant PAFAH1B2, FP-rhodamine activity probe, fluorescence polarization; inhibition, % at 3.39 µM; 340,000 compounds, 1.2% hits; AID 492953;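 active = inhibition above the mean of all tested compounds plus 3 SD, cut at about 24% in these data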;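 also: 0% = enzyme with DMSO and 100% = wells lacking PAFAH1B2; many of its hits are not listed in these tables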
# LYPLA1 inh: blocks human lysophospholipase 1, a PME1 counter-screen; recombinant LYPLA1, FP-Rh probe fluorescence polarization; inhibition, % at 5.9 µM; 320,000 compounds, 0.16% hits; AID 2174;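 active = inhibition above the mean of all tested compounds plus 3 SD, set per campaign, cut at about 14% in these data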;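 also: inhibitors block serine hydrolase probe labeling of LYPLA1 so polarization falls; 0% = enzyme with DMSO and 100% = wells lacking LYPLA1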
# GSTO1 counter: counter-screen for RBBP9 inhibitors: inhibitors of human GSTO1; P78417; recombinant GSTO1, activity-based probe fluorescence polarization; inhibition, % at 5.96 µM; 300,000 compounds, 1.1% hits; AID 1974;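 active = inhibition above the campaign mean inhibition plus 3 SD, cut at about 35% in these data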;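 also: 0% = GSTO1-1 with DMSO and 100% = wells lacking GSTO1-1 enzyme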
# pPAFAH inh: pPAFAH (human) enzyme inhibition | Q13093 | recombinant pPAFAH, FP-rhodamine probe fluorescence polarization | inhibition, % at 3.39 µM | 330,000 compounds, 1.5% hits;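 active = inhibition above the mean inhibition across the screen plus 3 SD, cut at about 25% in these data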;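 also: inhibitors block binding of the rhodamine activity-based probe so polarization drops; 0% = enzyme with DMSO and 100% = wells lacking pPAFAH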
# PAD4 inh: inhibitors of human PAD4; Q9UM07; recombinant PAD4, RCA probe fluorescence polarization; inhibition, % at 6.36 µM; 330,000 compounds, 0.41% hits;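 active = percent inhibition above a cutoff equal to the mean of all tested compounds plus 3 SD, cut at about 15% in these data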;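 also: 0% = PAD4 with RCA probe and DMSO and 100% = probe without PAD4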
# Target sequence (Q9UM07 whole entry, looked up): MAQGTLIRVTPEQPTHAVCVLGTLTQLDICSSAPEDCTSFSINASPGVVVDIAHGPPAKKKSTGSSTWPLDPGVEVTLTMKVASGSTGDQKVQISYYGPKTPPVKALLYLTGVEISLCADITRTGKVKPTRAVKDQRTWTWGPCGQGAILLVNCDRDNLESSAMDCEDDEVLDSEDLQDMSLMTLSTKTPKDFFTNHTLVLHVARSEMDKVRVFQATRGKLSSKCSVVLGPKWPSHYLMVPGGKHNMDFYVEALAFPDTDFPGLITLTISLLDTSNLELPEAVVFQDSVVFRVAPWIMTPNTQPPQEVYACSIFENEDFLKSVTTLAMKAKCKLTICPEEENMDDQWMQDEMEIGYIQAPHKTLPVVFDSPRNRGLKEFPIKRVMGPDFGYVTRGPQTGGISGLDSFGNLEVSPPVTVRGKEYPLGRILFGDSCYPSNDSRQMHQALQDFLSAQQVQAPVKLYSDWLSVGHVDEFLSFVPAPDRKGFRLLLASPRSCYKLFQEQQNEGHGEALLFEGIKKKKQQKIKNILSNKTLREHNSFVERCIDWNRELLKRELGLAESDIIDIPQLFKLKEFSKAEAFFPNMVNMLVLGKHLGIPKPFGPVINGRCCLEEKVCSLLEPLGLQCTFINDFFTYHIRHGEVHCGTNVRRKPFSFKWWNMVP
# PAFAH1B3 FP inh: inhibitors of human PAFAH1B3 | inhibition, % at 3.39 µM | AID 492972 | 340,000 compounds, 0.28% hits | recombinant PAFAH1B3, FP-rhodamine probe, fluorescence polarization;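 active = inhibition above the screen-wide average of all tested compounds plus 3 SD, cut at about 25% in these data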;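 also: 0% = enzyme with DMSO only and 100% = wells lacking PAFAH1B3 protein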
# Target sequence (Q15102 whole entry, looked up): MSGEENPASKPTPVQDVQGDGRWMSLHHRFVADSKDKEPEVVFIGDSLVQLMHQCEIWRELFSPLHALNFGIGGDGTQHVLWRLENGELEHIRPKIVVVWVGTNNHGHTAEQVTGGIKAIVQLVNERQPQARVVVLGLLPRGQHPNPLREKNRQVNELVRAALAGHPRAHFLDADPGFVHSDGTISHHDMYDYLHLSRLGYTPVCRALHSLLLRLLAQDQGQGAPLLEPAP
# LYPLA2 counter: LYPLA2 (human) inhibition in PME1 counter-screen. inhibition, % at 5.9 µM. recombinant LYPLA2, FP-Rh probe fluorescence polarization. 320,000 compounds, 0.38% hits;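 active = inhibition above the screen-wide mean plus 3 SD, limit set per campaign, cut at about 26% in these data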;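 also: 0% = LYPLA2 with DMSO and 100% = wells lacking LYPLA2 enzyme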
# Starred values were filed as active, the others as inactive; · = not tested or not shown; & = joins results of further samples.
compound	LYPLA1 inh	GSTO1 counter	PAFAH2 inh	PME-1 inh	PAFAH1B3 FP inh	pPAFAH inh	PAD4 inh	PAFAH1B2 inh	LYPLA2 counter
Cc1ccc(NC2CCCN(C(=O)c3ccc(-n4ccnc4)cc3)C2)cc1C (stereo not given)	1	2	-7	-8	3	2	0	2	9
O=C(c1ccco1)N(CC1CCCO1)c1nc(-c2ccccc2)cs1 (stereo not given)	1	-2	-11	-6	3	2	-1	2	-5
COC(=O)c1sc(N)c(C(=O)OC)c1CSc1nnc(-c2ccccc2Cl)n1C	-3	4	1	-5	4	3	-3	0	-2
O=[N+]([O-])c1ccc(O)c(-c2cc(C(F)(F)F)nc(-c3ccccc3)n2)c1	-2	2	1	0	19	3	11	-1	-4
O=C(CNS(=O)(=O)c1ccc(C(=O)N2CCCCC2)cc1)N1CCCCC1	2	6	5	-1	5	5	1	-2	7
O=c1c2ccccc2ncn1CCCSc1ccc(Cl)cc1	-1	1	6	4	7	5	-3	51*	34*
Cc1noc(C)c1COc1ccc(C(=O)N2CCC(C)CC2)cc1	1	·	2	3	2	0	-1	-2	0
CCn1nnnc1SCC(=O)c1cccc(OC)c1	1	7	5	-4	6	4	-4	1	7
CCc1ccc(NC(=S)Nn2cnnc2)cc1	3	6	2	0	7	4	-2	2	3
O=C(NCCO)c1ccc(CSc2nc3ccccc3[nH]2)cc1	-1	-3	1	-4	6	3	0	6	3
Cc1cccc(NC(=O)[C@@H]2CCCN2C2=NS(=O)(=O)c3ccccc32)c1C	0	·	-4	1	5	-2	7	0	4
Cc1cc(C)c(S(=O)(=O)N2CCCOC2CNC(=O)C(=O)NCCC2=CCCCC2)c(C)c1 (stereo not given)	-5	0	-3	-1	7	-4	0	-1	3
CC(=O)c1sc(NC(=O)c2oc3ccc(F)cc3c2C)nc1C	-5	·	5	-9	4	2	0	-3	-4
CCCC(C(=O)NC1=NCCS1)c1ccccc1 (stereo not given)	2	6	-1	-3	-4	0	-4	4	4
Cn1nc(-c2ccc(C(=O)NCCO)cc2)c2ccccc2c1=O	-2	-9	-1	-2	4	-5	-3	0	-8
CCOC(=O)N1CCN(C(=S)NC(=O)c2ccc(Br)cc2)CC1	0	8	5	-8	10	-3	-1	2	-4
COc1ccc(N(CC(=O)N2CCOCC2)S(C)(=O)=O)cc1Cl	0	4	-3	-1	3	1	2	-2	1
O=C(NCc1ccccc1)c1cccc(Br)n1	1	3	4	2	9	-3	-2	2	2
CC(C)C(=O)N1CCN(c2ccccc2NC(=O)c2cc([N+](=O)[O-])ccc2N2CCOCC2)CC1	1	-1	3	7	8	4	-2	6	-4
CCn1c(SCC(=O)N2c3ccccc3Sc3ccccc32)nc2c1c(=O)n(C)c(=O)n2C	1	2	7	0	-2	4	2	8	3
Cc1cc(=O)oc2cc(OCC(=O)OCC(=O)N3CCC(C)CC3)ccc12	1	6	-5	0	4	-7	3	7	2
CC(CCc1ccccc1)NC(=O)COC(=O)c1ccc(S(C)(=O)=O)c([N+](=O)[O-])c1 (stereo not given)	-16	-40	9	-15	-11	5	0	-4	-28
COc1ccc(C(=O)OCc2c(C)noc2C)cc1	0	0	7	-4	-1	-1	-1	2	-2
Cn1c(CCN2CCCCC2)nc2cc(NS(=O)(=O)c3ccccc3)ccc21	4	0	1	-6	3	10	-4	0	9
C=CCn1c(COc2ccc(F)cc2)nnc1SCC(=O)NC1CC1	2	1	6	1	5	-5	0	-1	4
COc1ccc(Nc2nc(N)c([N+](=O)[O-])c(N3CCCC3)n2)cc1	-1	-6	-1	0	4	8	-2	3	-1
C=CCOC(=O)Nc1snnc1C	3	-3	3	-3	2	-2	-1	-1	13
Cc1cc([N+](=O)[O-])c(-c2ccc(/C=N/n3cnnc3)o2)cc1Cl	4	8	7	5	10	13	2	8	9
O=C(Nc1ccc(F)cc1)N1CCN(c2ccc3nnc(-c4ccc(F)cc4)n3n2)CC1	-4	-4	-4	-7	-1	1	-1	-1	-2
COc1ccc(N2CCN(C(=O)NC34CC5CC(CC(C5)C3)C4)CC2)cc1	2	0	-7	3	5	1	3	1	5
COc1ncccc1C(=O)NC1CCCc2c1cnn2-c1cc(C)cc(C)c1 (stereo not given)	-2	-8	2	6	10	3	-2	4	-1
CCC(C)C(NC(=O)OC(C)(C)C)C(=O)NC(C(=O)N1CCCC1C(N)=O)C(C)CC (stereo not given)	-1	-1	0	-7	10	4	0	2	6
CN(CCC1CCCCO1)Cc1cn(C)nc1-c1ccc2c(c1)OCCO2 (stereo not given)	-3	7	-5	-1	11	2	-3	-4	-1
Cc1ccc(C(=O)OC(C(=O)O)C(OC(=O)c2ccc(C)cc2)C(=O)O)cc1 (stereo not given)	-2	·	-2	0	6	-1	3	1	2
CC(=O)[C@H]1CC[C@H]2[C@@H]3CCC4=CC(=O)CC[C@]4(C)[C@H]3CC[C@]12C	-2&-3	2&3	-1&7	2&8	10&4	2&-2	1&-1	3&-1	0&5
CCOC(=O)Cn1nc(C(F)F)c(Br)c1C	2	11	-4	1	2	3	2	5	-5
CCn1c(CNc2cccc(Cl)c2)nnc1SCc1ccccc1	-1	9	4	10	0	6	2	4	-2
CN(C)/C=C/c1oc2ccc(O)cc2c1[N+](=O)[O-]	-1	29	0	2	-2	18	-1	-3	-2
O=C(COC(=O)c1cc(S(=O)(=O)N2CCOCC2)ccc1F)NCc1ccco1	-2	6	-6	4	-1	9	2	2	8
CC(C)Cc1nnc(NC(=O)Cc2cccs2)s1	-6	-7	9	-4	-7	14	-20	-2	-9
COc1ccc([C@H]2CC(=O)C=C(c3cc(Cl)ccc3C)C2)cc1	1	·	4	0	4	6	-5	7	6
CCCCC(O)(C(NC=O)C(=O)OC)C(F)(F)F (stereo not given)	4	8	-6	2	4	-2	2	3	-6
COc1ccc2c(c1)c1nc3ccccc3nc1n2CC(=O)OC(C)C	-2	3	-1	-6	2	9	0	-4	-7
COC(=O)Cn1c(C(F)(F)F)nc2ccccc21	-2	-1	7	-3	6	0	2	4	5
Cc1cccc(C(C#N)c2ccc(Cl)nn2)c1 (stereo not given)	-1	4	·	0	·	3	1	·	0
Cc1ccc(S(=O)(=O)NCC(=O)NCC(=O)OCc2c(F)cccc2Cl)cc1	0	1	-4	2	0	6	-4	5	-3
CCOC(=O)COc1ccc(C(=O)NC2CCCCC2)cc1	-2	3	5	2	0	2	-1	1	5
CCOC(=O)C1CCN(Cc2ccc(OCc3ccccc3)cc2)CC1	-4	2	2	-1	7	7	0	3	-4
COc1ccc(OC)c(S(=O)(=O)Nc2cc(C)on2)c1	5	4	0	6	11	-1	-4	0	10
COc1ccc(NC(=O)c2sc3nc(-c4cccnc4)ccc3c2N)cc1OC	1	2	6	-36	-5	9	-2	-2	9

# Remaining list, next part
compound	LYPLA1 inh	GSTO1 counter	PAFAH2 inh	PME-1 inh	PAFAH1B3 FP inh	pPAFAH inh	PAD4 inh	PAFAH1B2 inh	LYPLA2 counter
CCc1ccccc1OCc1nc2ccc(S(=O)(=O)N3CCOCC3)cc2[nH]1	-3	-6	2	4	1	2	1	-1	1
COc1cc(/C=N/NC(=O)c2cccnc2)ccc1OS(=O)(=O)c1ccc(C)cc1	-14	-11	-2	-6	4	1	-1	0	-11
CCOC(=O)c1c(NC(=O)CSc2ncn[nH]2)sc(C(=O)NC)c1C	-5	-4	-3	1	4	-5	-1	-5	-8
C=CCN(c1ccccc1)S(=O)(=O)c1cccc(C(=O)Nc2nc3ccccc3[nH]2)c1	-19	-3	-2	-21	1	-5	-3	6	-26
Cn1nc(C(C)(C)C)c([N+](=O)[O-])c1C(=O)Nc1cccc2ccccc12	-2	-1	-3	-5	3	20	0	5	1
CCCCC(CC)C(=O)Nc1ccc(C)c(O)c1 (stereo not given)	0	-3	12	-3	4	4	-4	6	-3
Cn1c(N)c(C(=O)COC(=O)c2ccccc2C(=O)c2ccc(Cl)c([N+](=O)[O-])c2)c(=O)n(C)c1=O	·	·	3	·	12	-9	1	5	·
COc1cc2[nH]c(=S)nc(NCc3ccc(C)cc3)c2cc1OC	-4	0	7	4	11	6	2	8	-1
CCCCn1c(=O)c(CCC(=O)OCC(=O)NC(=O)NCCC(C)C)nc2ccccc21	-1	-4	3	-7	-6	6	2	-3	4
Cc1ccc(CNC(=O)CCSCc2ccc(C)cc2)cc1	-1	9	5	2	2	10	4	15	2
Cc1ccc2nc(N3CCN(C(=O)c4cccs4)CC3)c(C#N)cc2c1	-8	7	4	3	4	3	0	2	-1
COc1cccc(NC(=O)Cn2nnc(C(=O)NCCc3ccccc3)c2N)c1	0	-2	-2	-2	-1	2	0	3	6
NC(=O)CC(NC(=O)c1ccccc1)c1ccc(NCC2CC2)c([N+](=O)[O-])c1 (stereo not given)	0	-6	1	1	-7	2	4	-4	4
COc1ccc(-c2cc(C(=O)N3CCN(Cc4ccc5c(c4)OCO5)CC3)on2)cc1OC	0	-4	-3	1	4	4	-2	-2	12
CCCCOc1ccc(C2CCC(C(C)=O)C(C)C2)cc1 (stereo not given)	-2	10	-4	-2	5	5	-4	5	1
O=[N+]([O-])c1sccc1CS(=O)(=O)c1ccccc1	2	0	6	-4	5	1	-2	0	1
Cc1nc2c(s1)sc1ccccc12	-2	-3	2	-3	4	3	1	4	0
Cc1nnc(NC(=O)c2ccc3c(c2)NC(=O)CS3)s1	3	·	5	2	3	-3	0	3	-4
CC1CCCCC1NC(=O)C1CCC(CNS(=O)(=O)c2ccccc2)CC1 (stereo not given)	-2	-1	-2	-2	9	8	-5	5	-6
CC(=O)c1ccc(NC(=O)CCCC(=O)c2ccccc2)cc1	0	3	-4	1	1	2	0	-1	-1
CCOC(=O)C1=C(COC(=O)CCNS(=O)(=O)c2ccc(NC(C)=O)cc2)NC(=O)NC1C (stereo not given)	4	0	4	2	-2	-3	0	1	-2
CN(C)c1nc(Oc2ccc(/C=N/O)cc2)nc(N(C)C)n1	4	5	5	-2	11	2	-2	0	0
CC1=C(C(=O)Nc2ccc(CC(=O)NCc3ccccc3C)cc2)SCCO1	2	-11	-1	0	4	16	2	5	-5
NS(=O)(=O)c1cnccc1Nc1cccc(F)c1	0	5	-5	1	5	-3	-4	5	2
CCOC(=O)c1ccc(NC(=S)N2CCC(C(N)=O)CC2)cc1	4	4	-5	4	2	2	-5	4	4
CCC(NC(=O)C1CCCC1)c1ccccc1 (stereo not given)	-2	0	-3	-6	7	-1	-3	7	-2
CC(C)c1c(C(=O)N/N=C/c2ccc(Cl)cc2Cl)nnn1-c1nonc1N	0	1	-6	-4	7	-3	3	-4	-1
CC(C)[C@H](NC(=O)c1ccccc1)C(=O)OCC(=O)Nc1sccc1C(N)=O	·	·	2	·	5	12	-7	2	·
CC(C)(C)C1CCC2(CC1)NC(CO)(CO)CO2 (stereo not given)	1	0	-1	-2	1	3	-2	8	-6
Cc1cc(C)nc(S/C=C/C(=O)c2ccccc2F)n1	0	12	10	3	7	2	-1	-1	6

# Not all compounds are listed; rates above refer to the full screens.
